Screening results (PubChem)
mcGAS MS inh: inhibitors of Mus musculus cyclic GMP-AMP synthase, initial high-throughput assay, cell-free, RapidFire MS | Q8C6L5 | recombinant mouse cGAS, cGAMP by RapidFire MS | inhibition, % at 12.5 µM | 0.18% of 130,000 active;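 active means inhibition of cGAS enzyme activity at or above 60%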;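 further: enzyme stimulated by 45 bp dsDNA with ATP and GTP substrates; cGAMP share of summed cGAMP plus half ATP and half GTP signals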
Target sequence (Q8C6L5 whole entry, looked up): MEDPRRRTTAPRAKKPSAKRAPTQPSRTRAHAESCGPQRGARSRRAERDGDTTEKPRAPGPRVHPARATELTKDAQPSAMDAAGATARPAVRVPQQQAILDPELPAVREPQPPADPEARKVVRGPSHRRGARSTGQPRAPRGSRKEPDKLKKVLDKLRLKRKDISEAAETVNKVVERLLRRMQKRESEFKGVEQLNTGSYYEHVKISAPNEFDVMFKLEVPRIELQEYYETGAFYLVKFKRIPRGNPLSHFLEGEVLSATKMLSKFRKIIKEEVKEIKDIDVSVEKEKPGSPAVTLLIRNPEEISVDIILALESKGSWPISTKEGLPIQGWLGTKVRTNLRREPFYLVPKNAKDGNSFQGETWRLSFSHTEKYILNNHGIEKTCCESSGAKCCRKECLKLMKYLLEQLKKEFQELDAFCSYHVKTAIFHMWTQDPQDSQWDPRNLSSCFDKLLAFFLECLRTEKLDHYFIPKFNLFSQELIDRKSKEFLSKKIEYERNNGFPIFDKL
Numbers without * were called inactive; & = joins results of further samples. Only part of the results is shown, so the mix of outcomes need not match the whole.

COC(=O)NC(C)c1cc(C)ccc1C (configuration not stated) was read as mcGAS MS inh -40.
For CC=CCn1c(=O)c2c(nc3n2CCCN3c2ccc(OC)c(Cl)c2)n(C)c1=O the results were mcGAS MS inh -4.
For CNc1ccc(-c2cccc(C(=O)NCCO)c2)cn1 the results were mcGAS MS inh -6.
`Cc1n[nH]c(C)c1Cc1nc(C2(c3ccc(F)cc3)CCOC2)no1` (configuration not stated) gave mcGAS MS inh -19.
For Cc1cnccc1NCCn1cc(-c2ccc3c(c2)OCCO3)nn1 the results were mcGAS MS inh 10.
CCOC(=O)c1[nH]ncc1CN(C)C1CCCN(C2Cc3ccccc3C2)C1 (configuration not stated) was read as mcGAS MS inh 0.
O=C(NCc1nnc2n1CCC2)C1=Cc2cc(Br)ccc2OC1 was read as mcGAS MS inh 5.
For CC(Cn1cncn1)NS(=O)(=O)CC12CCC(CC1=O)C2(C)C (configuration not stated) the results were mcGAS MS inh -6.
`Cc1c(C(=O)NCc2ccc([N+](=O)[O-])cc2)sc(=O)n1Cc1cccc(C(F)(F)F)c1` gave mcGAS MS inh 4.
`CCOC(=O)N1CCC2(CC1)c1c(C)nn(-c3ccc(C)cc3)c1OC(=N)C2C#N` (configuration not stated) gave mcGAS MS inh -1.
`CC(C)n1nnnc1SCCS(=O)(=O)c1cc(Cl)ccc1Cl` gave mcGAS MS inh 13.
`CCCCOc1ccc(S(=O)(=O)NCCn2ncccc2=O)cc1` gave mcGAS MS inh -8.
`Cc1ccc(C2(C(F)(F)F)NC(=O)C(C#N)=C3Sc4ccccc4N32)cc1` (configuration not stated) gave mcGAS MS inh 27.
Screening CNC(=O)c1cc(Nc2nnc(C)c3ccccc23)ccc1OC returned mcGAS MS inh -4.
`C=CCn1c(=NC(=O)c2ccc(N3C(=O)CCC3=O)cc2)sc2cc(C(=O)OCC)ccc21` gave mcGAS MS inh -9.
`CCC(CNS(C)(=O)=O)Oc1ccccc1C` (configuration not stated) gave mcGAS MS inh -14.
Screening CC(Cc1cnccn1)Nc1nc(CCN)nc2ccccc12 (configuration not stated) returned mcGAS MS inh 16.
COc1cccc(-c2ccc(C(=O)NCc3noc(C(C)C)n3)cn2)c1F was read as mcGAS MS inh -14.
For NC(=O)CN1CC=C(CNC(=O)CCc2ccccc2)CC1 the results were mcGAS MS inh 1.
Screening COc1cc2c(cc1CN(Cc1nccn1C)C1CC1)CCC2 returned mcGAS MS inh -29.
For CCn1c(CN2CCN(Cc3ccc(C)o3)C(CCO)C2)nc2ccccc21 (configuration not stated) the results were mcGAS MS inh -4.
`Cc1ccc(Sc2ccc(NS(=O)(=O)c3ccc4c(c3)CC(=O)N4C)cc2)c(C)c1` gave mcGAS MS inh 0.
`Cc1cc(C)n(-c2ccc(CNC(=O)C3CC(c4ccccc4)=NO3)cn2)n1` (configuration not stated) gave mcGAS MS inh -2.
`COc1cc(=O)n(-c2ccccc2)nc1C(=O)N1CCCc2ccccc21` gave mcGAS MS inh -27.

Not a retest: entries from further up.
COc1cccc(-c2ccc(C(=O)NCc3noc(C(C)C)n3)cn2)c1F was read as mcGAS MS inh -14.
For NC(=O)CN1CC=C(CNC(=O)CCc2ccccc2)CC1 the results were mcGAS MS inh 1.
Screening COc1cc2c(cc1CN(Cc1nccn1C)C1CC1)CCC2 returned mcGAS MS inh -29.
For CCn1c(CN2CCN(Cc3ccc(C)o3)C(CCO)C2)nc2ccccc21 (configuration not stated) the results were mcGAS MS inh -4.
`Cc1ccc(Sc2ccc(NS(=O)(=O)c3ccc4c(c3)CC(=O)N4C)cc2)c(C)c1` gave mcGAS MS inh 0.
`Cc1cc(C)n(-c2ccc(CNC(=O)C3CC(c4ccccc4)=NO3)cn2)n1` (configuration not stated) gave mcGAS MS inh -2.
`COc1cc(=O)n(-c2ccccc2)nc1C(=O)N1CCCc2ccccc21` gave mcGAS MS inh -27.

New compounds follow.
`O=C(Cc1nnc2c3ccccc3ncn2c1=O)c1cc2ccccc2o1` gave mcGAS MS inh -11.
For C=CCn1c(SCc2nc3ccccc3c(=O)[nH]2)nc2sc(CC)cc2c1=O the results were mcGAS MS inh 1.
For Cc1ccc(N(C)S(=O)(=O)c2cc(C(=O)O)ccc2C)c(C)c1 the results were mcGAS MS inh -23.
`CC1CCCCC1OCC(=O)N(CC(=O)N(C)C)CC(F)(F)F` (configuration not stated) gave mcGAS MS inh -49.
O=[N+]([O-])c1ccc(Cl)c(S(=O)(=O)Nc2ccc(Cl)cc2)c1 was read as mcGAS MS inh -4.
Screening Cc1cn2c3c(=O)[nH]c(=O)n(C)c3nc2n1C(C)C returned mcGAS MS inh -7.
For CN(CCn1ccnc1)c1ccc(-c2nc(Cc3ccc(F)cc3)no2)cn1 the results were mcGAS MS inh -4.
`COc1ccccc1CCC(=O)Nc1ccc2c(c1)CN(Cc1ccsc1)CC2` gave mcGAS MS inh -2.
`Cc1ccc(C)c(NC(=O)CC(=O)NCCc2cnc[nH]2)c1` gave mcGAS MS inh -26.
`CC(C)c1nccn1C(C)C(=O)N1C[C@@H]2[C@H](C1)[C@H]1CC[C@@H]2O1` (some centres not stated) gave mcGAS MS inh -23.
C=c1cc(C)ccc1=C1NN=C(NC(=O)CCNC(=O)OCC)S1 was read as mcGAS MS inh -5.
`COc1ccc(C(=O)Nc2cccc(Cl)c2F)cn1` gave mcGAS MS inh -17.
For Cc1ccsc1C(=O)N1CCC1(C)C(=O)NCC(F)(F)F (configuration not stated) the results were mcGAS MS inh -14.
For CC(=O)N(C)c1ccc2c3c(cccc13)C(=O)N(c1cccc(C)c1)C2=O the results were mcGAS MS inh 5.
Screening C=CCn1c(C)c(C)n2c3c(=O)n(CCc4ccccc4)c(=O)n(C)c3nc12 returned mcGAS MS inh 2.
For CCOC(=O)C1=C(C)OC(=O)C1(NS(=O)(=O)c1ccccc1)C(F)(F)F (configuration not stated) the results were mcGAS MS inh 2.
CCc1oc(C(=O)N2CCC3(CCOCC3)CC2)cc1CN1CCCC1 was read as mcGAS MS inh -5.
For CNc1cc(-c2cccc(C(C)=O)c2)ncn1 the results were mcGAS MS inh -4.
`CN(Cc1cscn1)C(=O)CC12CC3CC(CC(Br)(C3)C1)C2` gave mcGAS MS inh -6.
`CCc1ccc(C(=O)Nc2ccc(Cl)c(C(N)=O)c2)o1` gave mcGAS MS inh -18.
Screening CCCNC(=O)c1ccc(S(=O)(=O)NCCc2ccccc2)o1 returned mcGAS MS inh -5.
For Cc1nn(-c2nc(C)c(C)c(=O)[nH]2)c(C)c1CCC(=O)NC(C)CCc1ccccc1 (configuration not stated) the results were mcGAS MS inh -6.
`CCOC(=O)c1nn(-c2ccc(F)cc2)c(=O)cc1OCC(=O)Nc1c(C)cc(C)cc1C` gave mcGAS MS inh -4.
CC1CC1C(=O)NCC(C)(C)NC(=O)OC(C)(C)C (configuration not stated) was read as mcGAS MS inh -3.
`CN(C)CCN1CCN(c2nccn3ccnc23)CC1` gave mcGAS MS inh -3.
`Cc1ccc(C(NC(=O)c2ccc(C(F)(F)F)[nH]c2=O)c2ccccc2)cc1C` (configuration not stated) gave mcGAS MS inh -4.
For CN1CCN(CCC=C2c3ccccc3Sc3ccc(S(=O)(=O)N(C)C)cc32)CC1 the results were mcGAS MS inh -4.
Screening CCN(CC)S(=O)(=O)c1ccc(C(C)NCc2sccc2C)cc1 (configuration not stated) returned mcGAS MS inh -4.
`C=CCn1cnc2c(c1=O)c1nc3ccccc3nc1n2CCC(C)C` gave mcGAS MS inh 4.
`O=C(NC1CC2CCC1O2)c1sccc1C1CC1` (configuration not stated) gave mcGAS MS inh -16&-7.
C=CCn1c(SCC(=O)Nc2nc(C)c(C)s2)nnc1-c1ccccc1 was read as mcGAS MS inh 16.
Screening O=C(CSc1nnc(-c2ccccc2)n1-c1ccccc1)N/N=C\c1ccccc1F returned mcGAS MS inh -11.
For N#CC1C(=O)Nc2nc(N3CCOCC3)[nH]c(=O)c2C1c1ccccc1 (configuration not stated) the results were mcGAS MS inh -7.
Screening Cc1ccc(C)c(S(=O)(=O)n2ncc(C#N)c2N)c1 returned mcGAS MS inh -1.
CCS(=O)(=O)N(C)C(=O)c1cc(C)n(-c2cccc(OC)c2)c1C was read as mcGAS MS inh -1.
Screening CC(C)Nc1ccc(C(=O)NC2CCN(Cc3ccccc3)C2)cn1 (configuration not stated) returned mcGAS MS inh 2.

Looked up by compound from above, 2 records:
`Cc1ccc(C(NC(=O)c2ccc(C(F)(F)F)[nH]c2=O)c2ccccc2)cc1C` (configuration not stated) gave mcGAS MS inh -4.
`O=C(NC1CC2CCC1O2)c1sccc1C1CC1` (configuration not stated) gave mcGAS MS inh -16&-7.

(further entries)
Screening O=S(=O)(O/N=C1/CCCc2sc(Cl)cc21)c1ccccc1 returned mcGAS MS inh -12.
`O=C(Cc1ccccn1)NCc1nc(-c2cccc(F)c2)c(-c2ccccn2)[nH]1` gave mcGAS MS inh 41.
CC(=O)N1CCc2c(sc(NC(=O)Cc3ccc4c(c3)OCO4)c2C#N)C1 was read as mcGAS MS inh 3.
`C=CCOC(=O)C1C(C)=NC2=C(C(=O)CCC2)C1c1cccc(Cl)c1` (configuration not stated) gave mcGAS MS inh 0.
For CC(C)C(NC(=O)CSc1nnnn1CC1CCCO1)c1ccc2c(c1)OCCCO2 (configuration not stated) the results were mcGAS MS inh -13.
Screening CC(C)(C)c1cc2oc(=O)c(I)c(O)c2c(=O)n1-c1ccccc1 returned mcGAS MS inh -15.
`CCCCC1C(=O)N(C)CCN1Cc1nc[nH]c1C` (configuration not stated) gave mcGAS MS inh -30.
Screening Cc1ccc(F)c(S(=O)(=O)NC(=O)C2(C)CCN2C(=O)Cc2ccccc2Cl)c1 (configuration not stated) returned mcGAS MS inh 1.
CC(=O)c1ccc(C(=O)N2CCCC(C(=O)c3ccc(Oc4ccccc4)cc3)C2)cc1 (configuration not stated) was read as mcGAS MS inh -10.
`Cn1c(-c2ccc(CN3CCCC3c3ccccn3)o2)nc2ccccc21` (configuration not stated) gave mcGAS MS inh -5.
Screening Cc1nn(C)c(Cl)c1/C=C/C(=O)NC(C)(C)CC(C)(C)C returned mcGAS MS inh 0.
For Cc1ccc(S(C)(=O)=O)cc1NC(=O)c1cc2c(s1)CCCC2 the results were mcGAS MS inh -3.

Molecules shown so far with a nitro group on carbon:
`Cc1c(C(=O)NCc2ccc([N+](=O)[O-])cc2)sc(=O)n1Cc1cccc(C(F)(F)F)c1` gave mcGAS MS inh 4.
O=[N+]([O-])c1ccc(Cl)c(S(=O)(=O)Nc2ccc(Cl)cc2)c1 was read as mcGAS MS inh -4.

(continued)
For N#Cc1ccc(C(=O)N(CCN2CCOCC2)c2nc3ccc(F)cc3s2)cc1 the results were mcGAS MS inh -3.
Screening CC(C)Cc1ncc2c(n1)CN(c1nnnn1C(C)c1ccccc1)C2 (configuration not stated) returned mcGAS MS inh -7.
`Cc1ccc(C)c(NC(=O)OCC(C)(C)NC(=O)COc2ccccc2)c1` gave mcGAS MS inh -3.
For Cc1ccn2c(CCNC(=O)c3ccc(Cl)s3)cnc2c1 the results were mcGAS MS inh -3.
`O=C(CNC(=O)c1ccccc1Cl)NNC(=O)c1cccc(Cl)c1` gave mcGAS MS inh 2.
CCc1cn[nH]c1C1CCCN(C(=O)c2cnc(NC(C)C)nc2)C1 (configuration not stated) was read as mcGAS MS inh -8.
`COc1ccccc1OCc1cc(C(=O)N(C)C2Cc3ccccc3C2)n[nH]1` gave mcGAS MS inh -12.
Screening Cc1nc(-c2cccnc2)sc1-c1ccc(SCC(=O)Nc2ccc(F)c(F)c2)nn1 returned mcGAS MS inh 34.
Cc1nc(N[C@@H](CO)Cc2ccccc2)c2cnn(C)c2n1 was read as mcGAS MS inh -18.
Screening Cc1ccc(-c2ccnc(N3C[C@H](OC(C)C)[C@@H](O)C3)n2)c(C)n1 returned mcGAS MS inh -17.
For CCN(C(=O)CN1CCN(Cc2ncc[nH]2)CC1)c1ccccc1 the results were mcGAS MS inh -7.
`CCCCNC(=O)C1(C)CCCCN1C(=O)c1ccc(F)c(C)c1` (configuration not stated) gave mcGAS MS inh -7.
For N#CC(=C(O)CSc1cccc[n+]1[O-])c1nc2ccccc2[nH]1 the results were mcGAS MS inh -1.
CC1=CC(C)C2C(=O)N(c3cc(Cl)cc(Cl)c3)C1C2CO (configuration not stated) was read as mcGAS MS inh -4.
Screening O=C(CC1C(=O)NCCN1CC1CCCCC1)NCCOc1cccnc1 (configuration not stated) returned mcGAS MS inh -5.
`Cc1ccc(-n2ncc3c(=O)n(NC(=O)Cc4ccc(Cl)cc4)cnc32)cc1` gave mcGAS MS inh -1.
For Cc1noc(CNc2cc(Cl)ccc2Oc2ccccc2)n1 the results were mcGAS MS inh -36.
O=S(=O)(Nc1ccc(F)c(F)c1F)c1ccc2ccccc2c1 was read as mcGAS MS inh -7.
COC(=O)c1ccc(C2C(C(N)=O)C(=O)NC(O)(c3ccccc3)C2C#N)cc1 (configuration not stated) was read as mcGAS MS inh 3.
For Cc1ccc(Oc2cc(-c3ccccc3)nc(SCc3cccc(C#N)c3)n2)cc1 the results were mcGAS MS inh 0.
CC(C)N(C(=O)COc1ccc(I)cc1)c1cccnc1 was read as mcGAS MS inh -14.
O=C(Nc1cccc(-c2cc3ccccc3[nH]2)c1)C1CCCN(Cc2ccc(CO)o2)C1 (configuration not stated) was read as mcGAS MS inh -4.
CCOC(=O)C1(Cc2ccccc2)CCN(Cc2cccc(F)c2F)CC1 was read as mcGAS MS inh -3.
O=S1(=O)CCC(Nc2ncnc3cc(-c4ccc(Br)cc4)sc23)C1 (configuration not stated) was read as mcGAS MS inh -5&-1.
Cc1ccc(C)c(OCC(=O)N2CCN(S(=O)(=O)c3ccc(F)c(F)c3)CC2)c1 was read as mcGAS MS inh -5.
For O=P1(Nc2ccc(F)cc2F)C=C(c2ccccc2)OC(c2ccccc2)=C1 the results were mcGAS MS inh -8.
For O=C(N1CCC2(CC1)N=CC1(CCCCC1)S2)C1(c2ccccc2)CC1 the results were mcGAS MS inh 0.
`CCn1ncnc1CN1CCC(c2nn(C)c(=O)n2-c2ccccc2)CC1` gave mcGAS MS inh -8.
`CC1CN(CC(=O)Nc2c(C#N)cnn2-c2ccccc2)CC(C)(C)O1` (configuration not stated) gave mcGAS MS inh -14.
c1cc[n+](CCC[n+]2ccccc2)cc1 was read as mcGAS MS inh -7.
Screening CN(c1cc(C(=O)NCc2cccs2)c2ccccc2n1)C1CCCCC1 returned mcGAS MS inh -4.
For CC(C)Cc1ccc(CC(=O)O)cc1 the results were mcGAS MS inh -6.
